FN deposition inh = inhibitors of fibronectin matrix deposition, primary screen, AH1F cells, Alexa488-fibronectin fluorescence, plate reader. AH1F fibroblasts, overnight. inhibition, % at 12.6 µM. 350,000 tested, 0.086% active;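 active = mean inhibition across replicates of 30% or more, regardless of how many single replicates reach that level; inconclusive = mean under 30% yet at least half of replicates reach 30%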;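 also: positive control wells lacked labelled fibronectin entirely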
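test system = AH1F fibroblasts assembling fluorescent fibronectin matrix | quantity = 10000 AH1F cells per well | buffer or medium = DMEM plus 2% serum, read in PBS | doses = single dose, pinned | incubation = 1 h cell attachment, overnight exposure to compound and label | detection = fluorescence at 485 nm excitation, 525 nm emission | read-out basis = inhibition from reduced deposited-fibronectin fluorescence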
EWS-Fli inh = EWS/Fli-driven NR0B1 reporter inhibitors, primary screen, A673 cells, NR0B1 luciferase, luminescence, MLPCN library. 350,000 tested, 0.67% active. viability-normalised. inhibition, % at 12.6 µM. AID 651661, 2012;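 active = mean inhibition of at least 50% after viability correction, with every replicate also passing that limit; inconclusive = mean reaches 50% but only one of two replicates passes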;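 also: firefly luciferase signal divided by Alamar Blue viability fluorescence both relative to DMSO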
INS-1E GSIS act = GLuc luminescence reporter in INS-1E cells, primary screen for activators of glucose-dependent secretion of insulin. activation, % at 16.6 µM. AID 743287, 2014. INS-1E GLuc reporter insulin secretion, 2-3 h. 370,000 tested, 0.61% active;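 active = lowest replicate activation of at least 40%, so every replicate reaches that level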;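 also: 0% = median of neutral control wells and 100% = median of IBMX positive control wells; some compounds called inactive have numbers as strong as hits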
PAX8 inh HTS = inhibitors of PAX8-driven TPO luciferase reporter, primary screen, RMG-I cells, single concentration | inhibition, % at 12.6 µM | SteadyGlo, 24 h | AID 652154, 2013 | 360,000 tested, 1.2% active;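 active = mean replicate inhibition at least 60% with every replicate also reaching 60%; inconclusive = only one of the two criteria is met; inactive = mean below 60% and not all replicates reaching 60%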;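 also: luciferase light reporting Pax8 driven TPO promoter activity; plate controls were median of neutral control wells for no effect and mitoxantrone controls for full effect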
DENV2 CPE = inhibitors of DENV2 cytopathic effect, primary screen, cell-based, plate reader, single concentration; 350,000 tested, 1.7% active; DENV2-infected cells, cytopathic effect rescue; CPE inhibition, % at 9.99 µM; in the data active = CPE inhibition above about 20%, passing the limit was not always enough; inconclusive = no clear call, values can overlap the other calls; tested in BHK-21 cells;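 also: 0% = median of neutral control wells and 100% = median of positive control wells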
F508del corr = F508del CFTR correction, initial screen, CFBE line, single point; CFBE cells, YFP halide quenching; stimulated with forskolin plus potentiator P3; % fluorescence drop versus neutral controls; 350,000 tested, 0.36% active; activity (quench increase), % at 7.58 µM; AID 720511, 2013;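 active = mean added fluorescence quench of at least 8% versus neutral control, with both replicates also reaching 8%; inconclusive = only one of the mean or replicate conditions met; inactive = mean below 8% and not both replicates reaching 8%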;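 also: cells transiently co-express mutant CFTR-F508del with the halide-sensitive YFP; corrector assay measuring rescue of mutant channel to the surface after 24 h compound exposure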
miR-122 sensor = miR-122 Renilla sensor signal increase in Huh7, primary screen, miR-122 inhibitor project, cell-based, single point, plate reader; Huh7 miR-122 Renilla luciferase sensor, 48 h; neutral wells = 0, positive control = 100; AID 602342, 2012; activation (reporter increase), % at 12.5 µM; 340,000 tested, 0.3% active;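 active = mean replicate activation score at least 90 and every replicate individually at or above 90; inconclusive = only one of the two criteria met; inactive = neither criterion met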;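 also: higher luciferase means less miR-122 activity so hits act as miR-122 inhibitors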
An asterisk follows results filed as active; ? = inconclusive; / = no result given; & = joins results of further samples; [ ] = another dose, or the depositor's remark. No enrichment for hits. About 3.9% of those tested had a hit in this group.

SMILES	FN deposition inh	EWS-Fli inh	INS-1E GSIS act	PAX8 inh HTS	DENV2 CPE	F508del corr	miR-122 sensor
C[C@@H]1CN([C@H](C)CO)C(=O)c2cccc(NC(=O)c3nc4ccccc4s3)c2O[C@@H]1CN(C)Cc1ccncc1	/	6	-9	3	-13	-1.4	-11[16.7 µM]
C[C@H]1CN([C@@H](C)CO)C(=O)c2cccc(NC(=O)Nc3ccc(F)cc3)c2O[C@H]1CN(C)Cc1ccncc1	/	-6	18	-22	-3	0.9	-6[16.7 µM]
Cc1cccc(S(=O)(=O)N[C@@H]2CC[C@H](CCNC(=O)c3cnccn3)O[C@@H]2CO)c1	0	-14	4	18	-3	2.3	/
COC/C=C/C1=CC(=O)C[C@H](c2ccc3c(c2)OCO3)C1	-6	2	-7	-24	?	0.6	-7
N#Cc1ccc(Sc2ccccn2)c([N+](=O)[O-])c1	0	-4	/	-1	-4	-0.1	20
COc1ccccc1NC(=O)C1=C(C)NC(=O)NC1c1ccco1 (stereo not drawn)	-4	-1	17	11	9	-0.5	5
COC(=O)c1ccc(OC(=O)C2CC(=O)N(c3cccc(C)c3)C2)cc1 (stereo not drawn)	2	/	-1	/	/	/	14
Cn1c(NCc2ccccc2)nc2cc(-c3ccccc3)sc2c1=O	-9	-32	10	1	-2	3.5	-2
Cc1ccc(C#CC[N+](C)(C)CC#Cc2ccccc2)cc1	-22	8	-39	33	0	-3.0	-7
Cc1ccnc(NC(=O)C2CCCN(S(=O)(=O)c3cnc[nH]3)C2)c1 (stereo not drawn)	-10	-7	6	1	1	3.5	2
CO[C@@H]1CC[C@@H]2CCN(C)C(=O)C[C@H](c3ccccc3)CN(C)C(=O)c3cc(C#N)ccc3OC[C@H]1O2	2	-2	18	12	1	/	/
CO[C@H]1CN(C)C(=O)c2cc(NC(=O)Nc3ccccc3)ccc2OC[C@H](C)N(C(=O)CN(C)C)C[C@@H]1C	3	-2	1	/	-9	0.6	-2[16.7 µM]
COc1ccc(S(=O)(=O)N[C@H]2CC[C@@H](CCNC(=O)Cc3ccccn3)O[C@H]2CO)cc1	-2	1	10	1	0	-3.1	4[16.7 µM]
O=C(Cc1cccs1)N/N=C/c1ccc(OCc2ccccc2)cc1	2	-22	3	-41	-6	-3.0	/
COc1ccc2nc(-c3ccccc3)cc(C(=O)OCC(=O)NC3CC3)c2c1	9	-4	-8	30	-5	-1.9	/
CC(C)COc1cccc(C(=O)Nc2ccc(CN3CCOCC3)cc2)c1	-12	-11	-11	6	7	1.5	1
ClCc1ncc(-c2ccc(Cl)cc2)o1	-2	8	6	-23	2	3.6	-5
CN(C)c1ccc(NC(=O)CSc2nc3ccccc3c(=O)n2CC2CCCO2)cc1 (stereo not drawn)	-8	-6	-4	-8	7	-0.5	8
CS(=O)(=O)N1CCn2c1nc1ccccc12	-4	6	3	7	/	2.3	/
O=C1CNC(=S)N1c1nc2ccccc2s1	-3	-11	/	4	-5	-3.6	/
S=C(NCCN1CCOCC1)NC1CCCC1	-3	9	3	-6	-2	/	/
CN=C1NN=C(c2cc(C)n(-c3ccc(Cl)cc3)c2C)CS1	/	-60	-8	-64	6	/	/
Cc1ccc(-c2csc(-c3cc(C)on3)n2)cc1	-18	-72	-10	-149	4	1.0	/
Cc1noc(C)c1S(=O)(=O)Nc1ccc2c(c1)CC(=O)N([C@@H](C)CO)C[C@@H](C)[C@H](CN(C)Cc1ccncc1)O2	/	-9	1	10	/	-2.0	12[16.7 µM]
CC(C)OCCCNC(=S)N1CCC(C(=O)c2ccc(Cl)cc2)CC1	8	1	-32	17	-5	-3.2	9
COc1ccc(CCNC(=O)CCCn2c(SCC(N)=O)nc3cc4c(cc3c2=O)OCO4)cc1OC	-6	7	0	-10	-3	-0.9	/
Cc1noc(C)c1NC(=O)N(C)C[C@H]1OCCCC[C@@H](C)Oc2ccc(NC(=O)NC3CCCCC3)cc2C(=O)N([C@@H](C)CO)C[C@H]1C	1	-11	-6	11	15	-0.2	8[16.7 µM]
CCc1cccc(NC(=O)Cc2ccc(OC)c(OC)c2)c1	4	-9	/	22	-3	/	/
COc1ccccc1-c1cc(-c2ccc(C)cc2)nc(SCc2nnc(-c3ccccc3)o2)c1C#N	-3	/	/	15	/	/	7
Cc1noc(C)c1S(=O)(=O)N(C)C[C@H]1OCc2cnnn2CCCC(=O)N([C@H](C)CO)C[C@H]1C	1&6	-7&0	5&9	8&15	18&5	2.5&0.5	-2
Cc1cc(C(=O)Nc2cccc3c2O[C@@H](CN(C)C(=O)Nc2ccc(F)cc2)[C@@H](C)CN([C@@H](C)CO)C3=O)n(C)n1	/	1	5	8	17	-3.2	-12[16.7 µM]
COC(=O)c1c(C)oc(C)c1S(=O)(=O)Nc1ccccc1	0	-8	0	-7	0	-0.2	/
Cc1ccc(Nc2nc(N)nc(CN3CCN(C(=O)c4ccco4)CC3)n2)cc1Cl	-2	/	3	7	/	/	/
Cc1ccc(NC(=O)c2nc[nH]c2C(=O)NCCN(CCNC(=O)c2[nH]cnc2C(=O)Nc2ccc(C)cc2)CCNC(=O)c2[nH]cnc2C(=O)Nc2ccc(C)cc2)cc1	-6	3	0	3	17	1.3	0
CC(C)[C@@H](C)/C=C/[C@@H](C)[C@H]1CC[C@@H]2[C@]1(C)CCC1[C@]23C=C[C@]2(C[C@@H](O)CC[C@]12C)N(C(=O)Cc1ccccc1)O3 (stereo partly drawn)	0	-11	-3	0	-4	2.4	/
C1=C[C@@H]2CCN(Cc3ccccc3)Cc3cccc(c32)C1	9	7	/	-15	5	1.5	-1

Two entries from above, bar-delimited.
mol | FN deposition inh | EWS-Fli inh | INS-1E GSIS act | PAX8 inh HTS | DENV2 CPE | F508del corr | miR-122 sensor
CC(C)[C@@H](C)/C=C/[C@@H](C)[C@H]1CC[C@@H]2[C@]1(C)CCC1[C@]23C=C[C@]2(C[C@@H](O)CC[C@]12C)N(C(=O)Cc1ccccc1)O3 (stereo partly drawn) | 0 | -11 | -3 | 0 | -4 | 2.4 | /
C1=C[C@@H]2CCN(Cc3ccccc3)Cc3cccc(c32)C1 | 9 | 7 | / | -15 | 5 | 1.5 | -1

More results
SMILES	FN deposition inh	EWS-Fli inh	INS-1E GSIS act	PAX8 inh HTS	DENV2 CPE	F508del corr	miR-122 sensor
Cc1ccc(NC(=O)COC(=O)/C=C/c2cccc(Cl)c2)cc1S(=O)(=O)N1CCOCC1	7	-23	-22	-7	-2	/	/
Cc1cc(C)n(NC(=S)NC2CCCCC2)c(=O)c1C#N	4	4	/	-20	8	-0.1	/
CCOC(=O)c1nn(-c2ccc3c(c2)OCCO3)cc1O	/	-1	19	-53	2	-1.5	-1
COc1ccc(/C=N/NC(=O)c2ccn[nH]2)cc1CN1CCOCC1	-3	8	12	-3	-3	2.5	/
COC(=O)CCCC1=CC2=CC(=O)C(C)(OC(=O)c3cccs3)C(=O)C2=CN1Cc1ccc2c(c1)OCO2 (stereo not drawn)	0	-5	-1	13	11	-0.8	-5
COC(=O)C[C@@H]1CC[C@@H]2[C@@H](COc3ccc(NC(=O)c4cc(C)on4)cc3C(=O)N2C)O1	-10	26	16	-3	-1	0.8	-20[16.7 µM]
COc1cccc(CC(NC(C)=O)C(=O)NC2CCN(S(=O)(=O)c3ccc(NC(C)=O)cc3)CC2)c1OC (stereo not drawn)	-4	2	-8	10	-3	1.9	1
C=C1CCN([C@@H](CC(C)C)C(=O)NCc2ccccc2)S(=O)(=O)c2ccccc21	-6	1	-14	8	9	1.9	3
C[C@H](CO)N1C[C@H](C)[C@H](CN(C)CC2CCCCC2)Oc2ccc(NS(=O)(=O)c3ccc(Cl)cc3)cc2C1=O	-15	9	-13	13	15	2.0	-3[16.7 µM]
CC(C)c1ccc(C2/C(=C(/O)c3ccccc3)C(=O)C(=O)N2CCCN2CCOCC2)cc1 (stereo not drawn)	7	-5	2	2	-1	0.7	-13
COc1ccc(CN(C)C[C@H]2Oc3ccc(NS(=O)(=O)c4ccc(OC)cc4)cc3C(=O)N([C@H](C)CO)C[C@H]2C)cc1	/	-8	-4	/	-3	1.3	2[16.7 µM]
CCc1cccc(CC)c1NC(=O)Cn1c(-c2ccc(F)cc2)noc1=O	0	9	0	4	0	-2.7	-3
CCCCn1c(N)c(N(CC)C(=O)c2cc(S(=O)(=O)N3CCN(CC)CC3)ccc2Cl)c(=O)[nH]c1=O	/	-3	19	-1	-9	-3.6	-2
O=C(NCCCNC(=O)c1ccc(Cl)cc1Cl)c1ccco1	12	4	-6	6	0	2.5	/
CCC(C)(C)NC(=O)C(C)OC(=O)c1nsc(Cl)c1Cl (stereo not drawn)	3	/	/	-2	/	/	-4
CC(C)(C)C(=O)c1cn(CC(=O)O)c2ccccc12	2	9	12	-11	-6	-2.4	-2
COc1cccc2c(=O)c3ccoc3n(C)c12	/	-2	-15	/	0	0.6	-16
CCn1ncc(Cl)c1C(=O)NC(C)c1ccccc1 (stereo not drawn)	/	7	14	/	0	-1.4	-7
C[C@@H]1CCCCO[C@H](CN(C)Cc2ccc(C(F)(F)F)cc2)[C@@H](C)CN([C@@H](C)CO)C(=O)c2cc(NS(=O)(=O)c3cccs3)ccc2O1	/	10	-18	89*	?	-0.9	-9[16.7 µM]
O=C1CN(C(=O)COC(=O)c2ccccc2O)c2ccccc2N1	-4	6	6	-27	-3	0.9	6
C=CCNC(=O)[C@@H]1[C@H]2C(=O)O[C@H](c3ccccc3)[C@H](c3ccccc3)N2[C@H](c2ccc(OCCO)cc2)[C@@]12C(=O)N(C(=O)OCCOC)c1ccc(C#Cc3ccc(OC)cc3)cc12	/	4	/	0	1	-3.6	/
C[C@H]1CN([C@@H](C)CO)C(=O)CCCn2cc(nn2)CO[C@@H]1CN(C)Cc1ccc2c(c1)OCO2	-7	-8	0	/	-5	-0.2	-3[16.7 µM]
CCCN(c1ccc(C(C)C)cc1)S(=O)(=O)c1c(C)noc1C	9	/	/	13	/	/	-5
O=C(NC1CCC1)[C@H]1[C@H](CO)[C@H]2Cn3c(ccc(C4=CCCCC4)c3=O)[C@H]2N1C(=O)C1CCOCC1	/	-2	-2	/	65*	/	/
Cc1ccc(S(=O)(=O)NNC(=O)c2ccccc2-n2cccc2)cc1	/	-1	6	16	-2	1.9	1
COc1ccc(-c2nc3cc(C)c(Br)c(C)n3c2Cc2ccc(C)cc2)cc1OC	4	0	13	-6	-1	3.0	20
CCOC(=O)CC1C(=O)NCCN1S(=O)(=O)c1ccc(NC(C)=O)cc1 (stereo not drawn)	/	-3	12	8	1	-0.7	/
COc1ccc(NC(=O)C(CCSC)NC(N)=O)cc1NS(=O)(=O)c1ccc(F)cc1 (stereo not drawn)	-16	-1	/	10	8	0.0	/
Nc1ccc(C#Cc2ccc3sc4ccccc4c(=O)c3c2)cc1	4	-65	/	-187	3	2.1	-2
O=C(/C=C/c1ccc(Cl)cc1)N(Cc1cccs1)C1CCS(=O)(=O)C1 (stereo not drawn)	-2	2	-2	-7	-3	-1.7	-3
O=C(NC[C@@H]1N[C@@H](CO)[C@H]1c1ccc(-c2ccccc2F)cc1)c1ccccc1	-2	4	-32	8	-4	2.1	-21[16.7 µM]
C=CC#CC1(O)CC(C)[N+](C)(C)CC1C (stereo not drawn)	/	-8	14	36	/	1.6	/
c1ccc(-c2cncnc2)cc1	-5	-10	-2	5	-5	-3.3	-4
C/C(=N\NC(=O)c1nnn(-c2nonc2N)c1-c1ccc2c(c1)OCO2)c1ccc(C)cc1	4	/	-3	-7	4	-2.5	-10
O=C1NC(CCc2ccccc2)C(=O)N1CCOc1cccc(Br)c1 (stereo not drawn)	-2	10	12	7	2	-3.2	11
